D3 ag: agonists of human D3 dopamine receptor; P35462; AID 652048; D3R DiscoveRx beta-arrestin cells, luminescence, 90 min; 410,000 tested, 0.58% active; max activation, %; in the data active means max activation above about 30%; further: 0% is about no effect; mostly tested at two doses, the higher about 12 µM
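Agonist-mode cell screen: cells plated at 1500/well and incubated overnight at 37 °C, then exposed to library compounds for 90 min at 37 °C. Detection reagent was added for 30–60 min at room temperature, and luminescence was read.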
EPAC2 antag: EPAC2 (human) antagonism. Q8WZA2. EPAC2 GEF exchange of Rap1B-BODIPY-GDP, fluorescence. Potency, µM (top dose mostly 114 µM), for inactives: at the highest dose activity, negative = inhibition, most hits filed as inhibitors. 360,000 tested, 0.18% active; further: potency means the concentration at half of the fitted maximal effect; on the % scale 0 is the no-effect control and ±100 the full control effect; nearly all actives have a fitted effect of over 45% in size; many of its hits are not listed in these tables
Target sequence (Q8WZA2 whole entry, looked up): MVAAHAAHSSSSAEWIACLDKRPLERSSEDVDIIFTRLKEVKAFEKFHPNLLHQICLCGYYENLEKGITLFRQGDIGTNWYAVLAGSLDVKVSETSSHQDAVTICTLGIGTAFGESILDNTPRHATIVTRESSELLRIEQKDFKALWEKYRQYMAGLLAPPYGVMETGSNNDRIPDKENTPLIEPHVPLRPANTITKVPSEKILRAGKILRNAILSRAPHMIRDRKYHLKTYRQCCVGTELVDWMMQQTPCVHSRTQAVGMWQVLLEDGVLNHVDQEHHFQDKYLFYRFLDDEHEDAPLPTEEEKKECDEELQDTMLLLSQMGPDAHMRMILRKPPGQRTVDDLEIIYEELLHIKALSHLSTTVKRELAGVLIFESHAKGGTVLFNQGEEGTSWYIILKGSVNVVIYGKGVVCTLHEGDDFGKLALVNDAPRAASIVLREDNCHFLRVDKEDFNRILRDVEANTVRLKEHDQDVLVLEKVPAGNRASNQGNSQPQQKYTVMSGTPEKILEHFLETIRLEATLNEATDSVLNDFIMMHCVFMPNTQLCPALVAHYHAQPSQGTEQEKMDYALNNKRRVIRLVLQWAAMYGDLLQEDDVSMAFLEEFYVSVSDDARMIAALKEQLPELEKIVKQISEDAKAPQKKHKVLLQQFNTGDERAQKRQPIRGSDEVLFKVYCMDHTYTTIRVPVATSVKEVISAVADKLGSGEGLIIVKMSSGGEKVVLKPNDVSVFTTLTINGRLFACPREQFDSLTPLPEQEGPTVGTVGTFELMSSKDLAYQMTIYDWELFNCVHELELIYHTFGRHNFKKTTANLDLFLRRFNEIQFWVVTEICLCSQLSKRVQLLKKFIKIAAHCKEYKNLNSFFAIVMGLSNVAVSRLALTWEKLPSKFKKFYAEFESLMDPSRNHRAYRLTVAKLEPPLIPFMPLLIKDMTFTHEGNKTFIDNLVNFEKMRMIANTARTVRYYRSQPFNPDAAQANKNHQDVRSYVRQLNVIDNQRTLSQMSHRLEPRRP
FUS suppressor: rescues growth of FUS-expressing yeast; S. cerevisiae FUS-expressing, growth rescue, OD600, 24 h; Potency, µM (doses to about 76.6 µM), inactives show at the highest dose growth rescue (activation), usual class: activators; 390,000 tested, 0.24% active;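 further: potency means the concentration at half of the fitted maximal effect; plate controls were DMSO vehicle for no effect and reference control for full effect; nearly all actives have a fitted effect of over 55% in size; some results filed as inactive show a strong effect at the top dose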
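Steps: raffinose overnight preculture; dilution to OD 0.005 in 2% galactose minimal medium; compound addition (concentration series); 24hr at 30C, 99% humidity; absorbance read at 600 nm.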
EPAC2 ag: activates human EPAC2 exchange factor; Q8WZA2; EPAC2 activation, biochemical qHTS; response scale: 100% = 6.5 mM cAMP response; Potency, µM (highest dose often 154 µM), for the others: at the highest dose activation, actives largely listed as activators; 360,000 tested, 0.079% active; further: potency means the concentration at half of the fitted maximal effect; nearly all actives have a fitted effect of over 50% in size
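Compounds were titrated in qHTS against a Rap1B-BODIPY-GDP (250 nM) complex with EPAC2 (100 nM) and GDP (50 uM). BODIPY-GDP release tracked at 480/540 nm over 30 min at room temperature, normalized to 6.5 mM cAMP.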
Abeta rescue: restores growth of yeast expressing A-beta42 peptide; Potency, µM (highest dose often 46.1 µM), inactives show at the highest dose growth rescue, usual class: activators; 410,000 tested, 0.063% active; yeast expressing A-beta42, growth rescue, OD600, 48 h; response scale: 0% DMSO, 100% iron-clioquinol control; further: potency means the concentration at half of the fitted maximal effect; nearly all actives have a fitted effect of over 55% in size
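Yeast A-beta toxicity model in growth medium with pinned compounds, 48 h at 30 C; growth read as absorbance at 600 nm. Normalized to FeCl3/clioquinol equimolar mix (positive) and DMSO (negative).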
D3 antag: antagonists of human D3 dopamine receptor; P35462; D3R cells, DiscoveRx beta-arrestin luminescence, antagonist mode; active compounds read low; max response, negative = inhibition, %; 360,000 tested, 2.5% active; in the data active means max response below about -50%; inconclusive means no clear call, values can overlap the other calls; further: on the % scale 0 is the no-effect control and ±100 the full control effect; mostly tested at two doses, the higher about 12 µM
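Cells plated overnight at 1500 cells/well, then exposed to library compounds with dopamine controls for 90 minutes at 37 degrees C. DiscoveRx reagent added for 30–60 minutes at room temperature; luminescence read, quantitative HTS format.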
TDP43 rescue: rescues yeast growth from TDP-43 toxicity. TDP-43 expressing yeast growth rescue, BacTiter-Glo, 24 h. Potency, µM (top dose mostly 46.1 µM), for the others: at the highest dose growth rescue (activation), most hits filed as activators. 410,000 tested, 1.8% active; further: potency means the concentration at half of the fitted maximal effect; % of control where 0% means no effect; nearly all actives have a fitted effect of over 50% in size
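Luminescence from BacTiter-Glo reports growth of TDP-43-expressing yeast after 24 hr at 30 deg C with compound. Cells were raffinose-pregrown to mid-log, then seeded in galactose medium at OD600=0.02.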
aSyn yeast inh: inhibitors of alpha-synuclein toxicity in yeast; Yeast expressing alpha-synuclein, growth rescue, BacTiter-Glo, 24 h; Potency, µM (titrated, usually from 46.1 µM), for the others: top-dose growth rescue (activation), actives largely listed as activators; 370,000 tested, 0.14% active; AID 652106; further: potency means the concentration at half of the fitted maximal effect; % of control where 0% means no effect; nearly all actives have a fitted effect of over 65% in size
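Screening used galactose-induced yeast with toxic alpha-synuclein levels, exposed to compound for 24 hr at 30 deg C. Cell growth, read with BacTiter-Glo luminescence, gave the measured signal.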
Active calls of the source: *; ? = inconclusive; · = not tested or not shown; [ ] = another dose, or the depositor's remark. Unless noted, the call rests on the fitted dose curve; in most records, active means well fitted curve in the direction sought with a large enough effect; inconclusive means small, poorly fitted or top-dose-only effect, or another doubt; inactive means no such curve, though single readings can be large; an effect the other way counts as inactive or inconclusive.

SMILES	D3 ag	EPAC2 antag	FUS suppressor	EPAC2 ag	Abeta rescue	D3 antag	TDP43 rescue	aSyn yeast inh
CCOC(=O)c1ccccc1NC(=S)N1CC(C)CC(C)C1 (stereo unspecified)	-3	-7%	-1%	7%	-22%	-9	-4%	-14%
Cc1ccc(C(=O)Nc2cc3c(cc2N2CCCCC2)n(C)c(=O)n3C)cc1	2	4%	12%	-5%	-1%	16	15%	0%
O=C1c2ccccc2C(c2nnnn2-c2ccc3c(c2)OCCO3)N1Cc1ccc2c(c1)OCO2 (stereo unspecified)	-3	0%	27%	4%	5%	-29	17%	-5%
COc1ccccc1OC(C)C(=O)Nc1c(C(=O)c2ccc(Cl)cc2)oc2ccccc12 (stereo unspecified)	3	·	-1%	·	-7%	·	12%	·
CC(=O)c1cc2c(cc1NC(=O)CN1CCCCCCC1)OCO2	1	18%	24%	5%	-9%	0	-8%	-4%
CC(=O)N1CCN(c2ccc(S(C)(=O)=O)cc2[N+](=O)[O-])CC1	1	-1%	12%	15%	8%	-8	-14%	-7%
CC1CCN(S(=O)(=O)c2cccc(C(=O)NCc3cccs3)c2)CC1	0	-5%	16%	3%	10%	11	16%	12%
CC(=O)N1CCOc2ccc(S(=O)(=O)N3CCC(C(=O)Nc4ccc(C)cc4C)CC3)cc21	-9	6%	21%	-2%	-12%	-12	-4%	-6%
Cc1ccc(-c2csc(Cc3nc(-c4ccc5c(c4)CCC(=O)N5)cs3)n2)cc1	2	0%	?	1%	-4%	16	8%	-1%
COc1ccccc1NC(=O)Cc1noc(CSc2nnc(C(F)(F)F)n2C)n1	0	3%	19%	4%	4%	-3	-1%	-5%
CCC1(C)Cc2c(sc3[nH]c(=O)[nH]c(=O)c23)CS1 (stereo unspecified)	10	13%	-13%	9%	-2%	17	2%	-12%
C/C(=N\NC(=O)c1cccc(F)c1)c1ccc(Br)s1	0	15%	35%	4%	6%	-20	-2%	0%
COc1ccc(-c2ccc(=O)n(CC(=O)NCC3COCCO3)n2)cc1 (stereo unspecified)	0	2%	-2%	6%	0%	0	-5%	0%
COc1cc(C)c(C(C)C)cc1S(=O)(=O)NC1CC(C)(C)NC(C)(C)C1	-6	1%	-5%	-5%	3%	5	-5%	1%
Cc1nc(C)c(C(=O)NNC(=O)Nc2ccc(Cl)cc2)s1	-23	0%	-8%	1%	-7%	-29	-3%	-3%
CC(=O)Nc1cccc(/C(C)=N/NC(=O)c2ccc(CN3CCOCC3)cc2)c1	6	2%	4%	5%	-15%	7	0%	-6%
COc1ccc(CC(=O)Nc2ccc(N(C)C)c3ccccc23)cc1	1	6%	12%	-5%	14%	-14	15%	2%
COCCn1ccc2c(OCC(=O)NCCc3ccccc3)cccc2c1=O	6	1%	7%	9%	-9%	1	-20%	-1%
CCN(CC(=O)NC(C)(C)C)C(=O)C(c1ccccc1)c1ccccc1	-1	-1%	2%	4%	-22%	-14	-9%	1%
C/C(=N\NC(=O)c1cc(-c2ccc(C)s2)[nH]n1)c1ccncc1	-8	-6%	17%	11%	11%	-2	0%	2%
Cc1nc2ccc(S(=O)(=O)N(CC(=O)Nc3ccc(Cl)cc3)Cc3ccccc3)cc2s1	7	·	15%	·	-1%	·	11%	·
CC(=O)c1sc(NC(=O)c2ccccc2F)nc1C	-3	5%	-14%	5%	8%	-23	0%	-26%
COc1nnc(-c2ccc(N3CCCCC3)c(NC(=O)c3ccccc3Cl)c2)c2ccccc12	1	·	18%	·	-3%	·	?	·
O=C(NCc1ccc2c(c1)OCO2)Nc1ccc(Cl)cc1	-6	4%	1%	10%	-4%	-24	7%	-6%
CCC(C)NC(=O)CSc1nc2ccccc2c(=O)n1Cc1ccc(OC)cc1 (stereo unspecified)	11	8%	7%	2%	1%	-11	7%	3%

5 of these compounds in a different format:
Each structure is followed by: D3 ag | EPAC2 antag | FUS suppressor | EPAC2 ag | Abeta rescue | D3 antag | TDP43 rescue | aSyn yeast inh
> Cc1ccc(C(=O)Nc2cc3c(cc2N2CCCCC2)n(C)c(=O)n3C)cc1
  2 | 4% | 12% | -5% | -1% | 16 | 15% | 0%
> CC(=O)Nc1cccc(/C(C)=N/NC(=O)c2ccc(CN3CCOCC3)cc2)c1
  6 | 2% | 4% | 5% | -15% | 7 | 0% | -6%
> C/C(=N\NC(=O)c1cccc(F)c1)c1ccc(Br)s1
  0 | 15% | 35% | 4% | 6% | -20 | -2% | 0%
> C/C(=N\NC(=O)c1cc(-c2ccc(C)s2)[nH]n1)c1ccncc1
  -8 | -6% | 17% | 11% | 11% | -2 | 0% | 2%
> CC(=O)N1CCN(c2ccc(S(C)(=O)=O)cc2[N+](=O)[O-])CC1
  1 | -1% | 12% | 15% | 8% | -8 | -14% | -7%

More results follow.
SMILES	D3 ag	EPAC2 antag	FUS suppressor	EPAC2 ag	Abeta rescue	D3 antag	TDP43 rescue	aSyn yeast inh
COC(=O)c1ccccc1NC(=O)Nc1ccc(Br)cn1	-8	-1%	2%	6%	-13%	-22	25%	-1%
COC(=O)c1ccccc1NC(=O)c1nc2nc(C)cc(C)n2n1	-4	-6%	9%	16%	0%	10	-9%	-1%
CCCCCC1=CCC/C1=N\NC(=O)c1ccc2c(c1)OCO2	0	?	6%	-19%	-11%	5	-3%	-11%
Cc1ccc(S(=O)(=O)N2C3CC(c4ccccc4)N(S(=O)(=O)c4cccc(Cl)c4)CC3C(=O)C[C@H]2c2ccccc2)cc1 (stereo partly specified)	-4	1%	22%	8%	5%	2	6%	3%
O=C(CSc1ccccc1)N1CCc2c([nH]c3ccccc23)C1c1ccc(F)cc1 (stereo unspecified)	1	·	21%	·	13%	·	-6%	·
O=C1Nc2ccccc2N(O)N1c1ccc(S(=O)(=O)N2CCCCCC2)cc1	2	1%	·	3%	14%	9	13%	7%
Clc1ccccc1-c1nc(Nc2ccccc2)nc2ccc(Br)cc12	7	·	8%	·	2%	·	16%	·
CCOC(=O)c1cnc(-c2ccccc2)nc1C(F)(F)F	1	-15%	3%	-1%	-8%	0	5%	1%
NNC(=O)CS(=O)(=O)CS(=O)(=O)CC(=O)NN	7	-3%	-18%	12%	-1%	10	18%	-4%
Cc1ccc(S(=O)(=O)N2CCCC2C(=O)n2nc(C)cc2C)cc1 (stereo unspecified)	-3	-1%	0%	4%	-5%	19	0%	-8%
COc1ccccc1C1CC(c2cccs2)=Nc2ccccc2S1 (stereo unspecified)	-3	-4%	46%	14%	-18%	0	14%	8%
CCc1ccc(-n2c(SCC(=O)N3Cc4ccccc4CC3C(=O)O)nnc2-c2ccncc2)cc1 (stereo unspecified)	5	2%	28%	-1%	7%	-3	6%	4%
CNS(=O)(=O)c1ccc2c(c1)oc(=O)c1cc(S(=O)(=O)NC)ccc12	0	1%	-10%	3%	-2%	-3	-9%	-11%
COc1cc2[nH]c(=O)n(CCCCCC(=O)NCCc3c[nH]c4ccccc34)c(=O)c2cc1OC	-1	-4%	13%	13%	-12%	-22	-1%	13%
CSc1nc(Nc2ccc(F)cc2)cc(-c2ccccc2)n1	5	·	28%	·	9%	·	?	·
Cc1cc(C)n(CCCNC(=O)CCNS(=O)(=O)c2ccccc2C(F)(F)F)n1	2	6%	4%	-4%	-3%	6	12%	3%
CCCCC(=O)Nc1nc(C)c(-c2csc(Nc3cc(OC)ccc3OC)n2)s1	2	12%	?	9%	-20%	21	-32%[inhibitor]	2%
CC(=O)c1ccc(S(=O)(=O)N2CCC(c3nc4ccccc4[nH]3)CC2)cc1	3	-6%	14%	3%	-1%	10	13%	1%
CC1CC(C)CN(C(=O)COC(=O)c2nccnc2N)C1 (stereo unspecified)	4	-8%	6%	3%	3%	12	11%	8%[1.84 µM]
Cc1ccc(C)c(S(=O)(=O)N(C)C2(C)CCS(=O)(=O)C2)c1 (stereo unspecified)	2	3%	5%	-2%	3%	0	-18%	10%
O=C(Oc1ccccc1)c1ccc2nsnc2c1	-1	6%	17%	11%	-23%	?	-21%	1%
CCC1CCCCN1C(=O)COc1ccc(F)cc1 (stereo unspecified)	-4	-4%	-15%	-2%	4%	-14	-9%	-6%
N#CCSc1nnc(-c2ccccc2)c(-c2ccccc2)n1	-3	-3%	12%	20%	-41%[inhibitor]	-4	?	-4%
Cc1ccnc(N/C=C/C(=O)c2ccc(Br)cc2)c1	-1	3%	-1%	8%	-9%	3	-5%	5%
C=CCN=C1SC(CC)C(=O)N1S(=O)(=O)c1ccc(C)cc1 (stereo unspecified)	8	0%	1%	-3%	-6%	7	12%	7%
Remaining list, next part:
SMILES	D3 ag	EPAC2 antag	FUS suppressor	EPAC2 ag	Abeta rescue	D3 antag	TDP43 rescue	aSyn yeast inh
Cc1cc2c(cc1S(=O)(=O)N(C)Cc1ccccc1)n(C)c(=O)c(=O)n2C	-1	10%	5%	1%	-6%	4	5%	0%
Cc1cccc(NC(=O)C2CC(=O)n3ncnc3N2)c1 (stereo unspecified)	17	3%	-8%	8%	-14%	7	-5%	1%
COCCn1c(C)cc(C(=O)CSc2n[nH]c(N)n2)c1C	-1	3%	21%	-5%	4%	3	5%	5%
NC(=O)c1c(NC(=O)C2c3ccccc3Oc3ccccc32)sc2c1CCCCC2	-2	9%	39%	-14%	4%	5	2%	2%
O=S(=O)(Nc1ccc(N2CCCCC2)cc1)c1ccccc1	-3	1%	·	-6%	12%	0	18%	10%
Cc1ccc(OCC(=O)N(C)CC(=O)Nc2ccc(N3CCOCC3)cc2)cc1	4	-7%	3%	7%	1%	5	21%	0%
CCCNS(=O)(=O)c1ccc(OCC(=O)NCc2ccc3c(c2)OCO3)cc1	-3	1%	8%	-5%	0%	-6	-6%	-1%
Cc1ccc(C(=O)N(Cc2ccco2)Cc2ccco2)cc1	0	·	11%	·	1%	·	?	·
COc1ccc(-c2cn3cc([N+](=O)[O-])ccc3n2)cc1OC	1	-8%	-10%	-1%	-3%	6	?	14%
Cc1ccc(-c2cnc(C(O)c3c(C)cccc3C)[nH]2)cc1 (stereo unspecified)	-12	-8%	-17%	6%	-17%	-55*	-5%	-3%
Cc1ccc(Nc2nc(N)nc(CSc3nccn3C)n2)c(C)c1	-3	-5%	9%	9%	16%	-20	18%	2%
Cc1cc(SCC(=O)NCc2ccc(Cl)cc2)nc(=O)[nH]1	-1	·	8%	·	-14%	·	-17%	·
COc1ccccc1NS(=O)(=O)c1ccc2oc(SC(C)C(=O)N3CCNC3=O)nc2c1 (stereo unspecified)	2	-16%	22%	0%	-9%	38	4%	-1%
COc1cccc(-c2cc(C(=O)NCC3CCCO3)on2)c1 (stereo unspecified)	2	2%	-8%	3%	-6%	-6	8%	1%
COC(=O)N/N=C/c1sc(N2CCCCC2)nc1-c1cccs1	-10	-7%	-4%	5%	9%	-13	23%	3%

Only part of the results is shown. The share of hits here may be higher or lower than overall.
